AddAB inh: less growth of phage-infected E. coli with AddAB. inhibition, % at 11.9 µM. E. coli expressing H. pylori AddAB, absorbance growth. 330,000 tested, 0.29% active; in the data active means inhibition above about 12%;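 further: 0% = vehicle wells of infected cells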
DAGLB inhibitor: blocks human DAGLB lipase activity. HEK293T DAGLB membrane lysate, EnzChek fluorogenic substrate. AID 504411. inhibition, % at 5.17 µM. 340,000 tested, 0.059% active; in the data active means inhibition above about 34%;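 further: 0% = enzyme with vehicle and 100% = wells lacking enzyme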
Target sequence (Q8NCG7 whole entry, looked up): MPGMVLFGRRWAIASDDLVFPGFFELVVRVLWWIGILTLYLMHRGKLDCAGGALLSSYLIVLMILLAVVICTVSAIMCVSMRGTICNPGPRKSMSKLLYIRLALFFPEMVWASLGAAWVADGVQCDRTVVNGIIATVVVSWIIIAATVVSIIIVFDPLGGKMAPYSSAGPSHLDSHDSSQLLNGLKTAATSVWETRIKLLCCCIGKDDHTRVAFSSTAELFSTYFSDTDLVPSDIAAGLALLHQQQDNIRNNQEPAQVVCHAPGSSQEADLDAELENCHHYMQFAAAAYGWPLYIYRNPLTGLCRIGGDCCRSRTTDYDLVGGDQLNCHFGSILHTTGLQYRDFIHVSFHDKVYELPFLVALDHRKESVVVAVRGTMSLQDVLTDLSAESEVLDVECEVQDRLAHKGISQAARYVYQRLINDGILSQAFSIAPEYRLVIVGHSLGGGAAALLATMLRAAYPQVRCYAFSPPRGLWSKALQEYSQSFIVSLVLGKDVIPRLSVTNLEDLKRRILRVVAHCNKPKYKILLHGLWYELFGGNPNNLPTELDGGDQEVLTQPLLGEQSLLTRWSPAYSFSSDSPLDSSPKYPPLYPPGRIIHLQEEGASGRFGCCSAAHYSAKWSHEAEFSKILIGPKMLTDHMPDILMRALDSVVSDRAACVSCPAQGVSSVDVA
Wnt bcat act: activates Wnt/beta-catenin signaling in a reporter cell assay. activator, plate reader. 300,000 tested, 1.2% active. AID 743398. activation, % at 9.35 µM; in the data active means activation above about 30%, passing the limit was not always enough;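 further: 0% = neutral control wells and 100% = positive control wells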
PfHsp90 yeast 2: inhibits growth of yeast expressing Plasmodium falciparum Hsp90 | S. cerevisiae expressing PfHsp90, BacTiter-Glo ATP, 48 h; yeast lacking PDR1 and PDR3 efflux regulators | inhibition, % at 9.4 µM | 310,000 tested, 0.32% active | AID 504621;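 active means every replicate shows inhibition above about 80%, whatever the replicate mean, limit read from the data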;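 further: 0% = DMSO neutral controls and 100% = 20 µM radicicol positive controls; yeast relying on Plasmodium falciparum Hsp90 in place of its own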
CAL PDZ inh: human CAL PDZ-peptide interaction inhibition; Q9HD26; purified CAL PDZ, TMR-peptide fluorescence polarization, 1 h; inhibition, % at 20 µM; 330,000 tested, 0.02% active; AID 504414;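 active means highest replicate inhibition of at least 40%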;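 further: plate controls were DMSO neutral control wells for no effect and unlabeled competitor peptide control wells for full effect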
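Material: tagged CAL PDZ domain; buffer or medium: 25 mM sodium phosphate pH 7.4, 150 mM NaCl, TCEP, IgG, Thesit; compound dosing: single point, 20 µM; schedule: 1 h incubation at room temperature before polarization reading; measured by: FP readout, S and P plane fluorescence; read-out basis: percent inhibition from loss of millipolarization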
E coli growth: bacterial growth inhibition, counter-screen for AddAB inhibitors; E. coli V3065 growth, OD600 absorbance, 18 h; inhibition, % at 11.9 µM; 330,000 tested, 0.27% active; AID 449728;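 active means inhibition above the campaign's mean inhibition across all tested compounds plus 3 SD, cut at about 9.9% in these data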;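 further: uninfected addAB+ strain grown without phage in ampicillin broth; 0% = DMSO wells and 100% = ciprofloxacin 0.95 µg/ml wells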
phage Ecoli inh: E. coli growth loss with phage present; growth absorbance; 360,000 tested, 0.26% active; inhibition, % at 11.9 µM; in the data active means inhibition above about 11%
Rtt109 HAT inh: blocks Candida albicans Rtt109/Vps75 acetyltransferase activity | Q5AAJ8 | purified Rtt109/Vps75, ThioGlo CoA-SH fluorescence, 4 h | inhibition, % at 34.9 µM | 330,000 tested, 0.16% active | AID 540336;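 active means inhibition of at least 50% in every replicate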
Target sequence (Q5AAJ8 whole entry, looked up): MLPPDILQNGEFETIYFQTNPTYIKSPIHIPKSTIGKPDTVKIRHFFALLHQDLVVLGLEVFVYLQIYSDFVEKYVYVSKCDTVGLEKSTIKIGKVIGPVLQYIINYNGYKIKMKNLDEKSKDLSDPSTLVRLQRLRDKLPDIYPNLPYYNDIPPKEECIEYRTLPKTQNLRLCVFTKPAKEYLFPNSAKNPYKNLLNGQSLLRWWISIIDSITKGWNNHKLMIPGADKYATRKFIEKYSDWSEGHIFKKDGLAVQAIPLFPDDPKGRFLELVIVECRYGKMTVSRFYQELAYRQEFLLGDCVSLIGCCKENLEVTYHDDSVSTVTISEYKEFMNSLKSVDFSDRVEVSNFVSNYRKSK
PvdQ inh: blocks Pseudomonas aeruginosa PvdQ acylase activity. purified PvdQ acylase, fluorescence plate reader. inhibition, % at 10 µM. 340,000 tested, 0.063% active; in the data active means inhibition above about 30%, passing the limit was not always enough;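 further: 0% = vehicle neutral wells and 100% = reference inhibitor wells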
Tat export inh: inhibitors of E. coli Tat protein transport; E. coli MC4100 TorA-mCherry Tat export, fluorescence; inhibition, % at 10 µM; 340,000 tested, 0.036% active;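 active means mean replicate inhibition at least 50% and at least half of replicates individually reaching 50%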;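 further: exported cargo escapes ClpAP degradation while cytoplasmic cargo is degraded and loses fluorescence; 0% = median of neutral control wells and 100% = median of NaSCN control wells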
* hit, by the source's call.

COC(=O)c1cccc(N2C(=O)C(Cl)=C(N3CCOCC3)C2=O)c1 was read as AddAB inh -0.3, DAGLB inhibitor 1, Wnt bcat act 19, PfHsp90 yeast 2 -4, CAL PDZ inh 0.5, E coli growth 1.3, phage Ecoli inh 3.9, Rtt109 HAT inh 115*, PvdQ inh 5 and Tat export inh -1.
Cc1cc(C)n(/N=C/c2ccc(C(C)C)cc2)c(=O)c1C#N was read as AddAB inh 3.7, DAGLB inhibitor -5, Wnt bcat act 1, PfHsp90 yeast 2 -6, CAL PDZ inh -2.2, E coli growth -1.6, phage Ecoli inh 2.5, Rtt109 HAT inh -4, PvdQ inh -11 and Tat export inh -3.
O=C(NN=C1CCCC1)c1ccccc1O was read as AddAB inh 3.6, DAGLB inhibitor 0, Wnt bcat act -1, PfHsp90 yeast 2 21, CAL PDZ inh -6.5, E coli growth 4.5, phage Ecoli inh 5.4, Rtt109 HAT inh -1, PvdQ inh -19 and Tat export inh -7.
`COc1cc(CNC(=O)c2nc(Cn3nc(C)c(Br)c3C)no2)cc(OC)c1` gave AddAB inh 0.8, DAGLB inhibitor -1, Wnt bcat act 0, CAL PDZ inh -0.2, E coli growth 1.4, phage Ecoli inh 3.5, Rtt109 HAT inh 15, PvdQ inh 8 and Tat export inh 0.
CCNc1nc2c(c(=O)n(C)c(=O)n2C)n1Cc1ccc(Cl)cc1 was read as AddAB inh -2.8, DAGLB inhibitor -4, Wnt bcat act -7, PfHsp90 yeast 2 -7, CAL PDZ inh 0.0, E coli growth -3.7, phage Ecoli inh 0.8, Rtt109 HAT inh 4, PvdQ inh -10 and Tat export inh -10.
`Cc1csc(NC(=O)c2ccc3c(c2)OCO3)n1` gave AddAB inh 3.6, DAGLB inhibitor -2, Wnt bcat act 24, PfHsp90 yeast 2 10, CAL PDZ inh -0.9, E coli growth 0.3, phage Ecoli inh 1.4, Rtt109 HAT inh -33, PvdQ inh 2 and Tat export inh 3.
For CC1=CC(C)(C)N(C(=O)CCl)c2cc(C)ccc21 the results were AddAB inh 2.7, DAGLB inhibitor -6, Wnt bcat act -2, PfHsp90 yeast 2 -5, CAL PDZ inh -0.8, E coli growth 0.4, phage Ecoli inh -0.2, Rtt109 HAT inh -4, PvdQ inh -12 and Tat export inh -13.
Screening CCCC(C)NC(=O)Cn1c(=O)c2c(ncn2CCC(C)C)n(Cc2ccccc2)c1=O (stereo unspecified) returned AddAB inh 3.3, DAGLB inhibitor -2, Wnt bcat act -3, PfHsp90 yeast 2 -1, CAL PDZ inh -2.4, E coli growth 0.1, phage Ecoli inh -0.2, Rtt109 HAT inh 0, PvdQ inh -16 and Tat export inh -2.
O=C(N/N=C/c1ccccc1)c1[nH]ncc1Br was read as AddAB inh -0.2, DAGLB inhibitor -2, PfHsp90 yeast 2 14, E coli growth -2.2, phage Ecoli inh 3.1, Rtt109 HAT inh -3, PvdQ inh -8 and Tat export inh 9.
`Cn1c(CN(O)S(=O)(=O)c2ccc(Cl)cc2)nnc1C(F)(F)F` gave AddAB inh 0.6, DAGLB inhibitor 4, Wnt bcat act -2, PfHsp90 yeast 2 7, CAL PDZ inh -0.6, E coli growth 1.6, phage Ecoli inh 1.2, Rtt109 HAT inh -13, PvdQ inh -2 and Tat export inh 2.
For COc1cccc(N2CCN(c3ccc(S(=O)(=O)N4CCN(C)CC4)cc3[N+](=O)[O-])CC2)c1 the results were AddAB inh -1.2, DAGLB inhibitor 2, Wnt bcat act -3, CAL PDZ inh 0.1, E coli growth -0.4, phage Ecoli inh 3.8, Rtt109 HAT inh 2, PvdQ inh -7 and Tat export inh 2.
`COc1ccc2c(CCNC(=O)c3ccc([N+](=O)[O-])cc3)c[nH]c2c1` gave AddAB inh -0.4, DAGLB inhibitor 2, Wnt bcat act 0, PfHsp90 yeast 2 -8, CAL PDZ inh -2.0, E coli growth -1.5, phage Ecoli inh 2.3, Rtt109 HAT inh 13, PvdQ inh 3 and Tat export inh 5.
For O=C(O)COCC(=O)Nc1cc(C(F)(F)F)cc(C(F)(F)F)c1 the results were AddAB inh 2.8, DAGLB inhibitor -1, Wnt bcat act 2, PfHsp90 yeast 2 3, CAL PDZ inh -0.3, E coli growth 2.5, phage Ecoli inh 5.2, Rtt109 HAT inh 4, PvdQ inh -5 and Tat export inh -6.
`Cc1ccc2c(c1)[C@H]1OCC[C@H]1[C@@H](c1ccncc1)N2` gave AddAB inh 0.8, DAGLB inhibitor 1, Wnt bcat act 0, PfHsp90 yeast 2 0, CAL PDZ inh -0.8, E coli growth 0.9, phage Ecoli inh 1.5, Rtt109 HAT inh 2, PvdQ inh -1 and Tat export inh -14.
O=C(CN(c1ccccc1)S(=O)(=O)c1ccc(F)cc1)N1CCCCCC1 was read as AddAB inh 2.1, DAGLB inhibitor -2, PfHsp90 yeast 2 24, CAL PDZ inh -0.4, E coli growth -0.6, phage Ecoli inh 0.6, Rtt109 HAT inh 15, PvdQ inh -1 and Tat export inh 4.

Arranged by count of non-hydrogen atoms (descending): some entries from above
Screening CCCC(C)NC(=O)Cn1c(=O)c2c(ncn2CCC(C)C)n(Cc2ccccc2)c1=O (stereo unspecified) returned AddAB inh 3.3, DAGLB inhibitor -2, Wnt bcat act -3, PfHsp90 yeast 2 -1, CAL PDZ inh -2.4, E coli growth 0.1, phage Ecoli inh -0.2, Rtt109 HAT inh 0, PvdQ inh -16 and Tat export inh -2.
For O=C(O)COCC(=O)Nc1cc(C(F)(F)F)cc(C(F)(F)F)c1 the results were AddAB inh 2.8, DAGLB inhibitor -1, Wnt bcat act 2, PfHsp90 yeast 2 3, CAL PDZ inh -0.3, E coli growth 2.5, phage Ecoli inh 5.2, Rtt109 HAT inh 4, PvdQ inh -5 and Tat export inh -6.
`Cc1csc(NC(=O)c2ccc3c(c2)OCO3)n1` gave AddAB inh 3.6, DAGLB inhibitor -2, Wnt bcat act 24, PfHsp90 yeast 2 10, CAL PDZ inh -0.9, E coli growth 0.3, phage Ecoli inh 1.4, Rtt109 HAT inh -33, PvdQ inh 2 and Tat export inh 3.

Later entries:
For COC(=O)c1cc(Br)c(=O)n(Cc2ccc3c(c2)OCO3)c1 the results were AddAB inh -2.4, DAGLB inhibitor 2, PfHsp90 yeast 2 -5, CAL PDZ inh -1.4, E coli growth 0.5, phage Ecoli inh 5.2, Rtt109 HAT inh 0, PvdQ inh -7 and Tat export inh -10.
For COc1ccc(NC(=O)Nc2ccc([N+](=O)[O-])cc2)cn1 the results were AddAB inh 3.9, DAGLB inhibitor -4, Wnt bcat act 6, PfHsp90 yeast 2 -19, CAL PDZ inh -0.1, E coli growth 4.8, phage Ecoli inh 7.0, Rtt109 HAT inh -2, PvdQ inh 5 and Tat export inh -3.
For COc1ccc(C(=O)OCn2nnc3ccccc3c2=O)cc1 the results were AddAB inh 1.9, DAGLB inhibitor -4, Wnt bcat act -3, PfHsp90 yeast 2 -4, CAL PDZ inh -0.3, E coli growth 0.2, phage Ecoli inh 2.5, PvdQ inh -15 and Tat export inh -16.
`N=c1oc2ccc3ccccc3c2cc1-c1nc(-c2ccccc2)cs1` gave AddAB inh 1.8, DAGLB inhibitor -6, Wnt bcat act -1, PfHsp90 yeast 2 -44, CAL PDZ inh 0.1, E coli growth 0.0, phage Ecoli inh 2.4, Rtt109 HAT inh -2, PvdQ inh -7 and Tat export inh -1.
Screening COc1ccc(NC(=O)CSc2ccccc2)c(OC)c1 returned AddAB inh 1.5, DAGLB inhibitor 0, PfHsp90 yeast 2 -5, CAL PDZ inh -1.4, E coli growth -2.0, phage Ecoli inh 2.1, Rtt109 HAT inh 25, PvdQ inh 0 and Tat export inh 1.
Screening CCN(CC)C(=O)c1ccc(O)c(OC)c1 returned AddAB inh 2.3, DAGLB inhibitor 4, Wnt bcat act -3, PfHsp90 yeast 2 15, CAL PDZ inh 0.6, E coli growth -1.7, phage Ecoli inh 0.8, Rtt109 HAT inh -6, PvdQ inh -24 and Tat export inh 10.
Screening O=C(COC(=O)CNC(=O)c1cccc([N+](=O)[O-])c1)Nc1nc2ccccc2s1 returned AddAB inh -0.6, DAGLB inhibitor 5, PfHsp90 yeast 2 3, CAL PDZ inh -0.2, E coli growth -1.6, phage Ecoli inh 0.9, Rtt109 HAT inh 4, PvdQ inh 1 and Tat export inh -1.
Cc1ccc(NC(=O)Cn2nnc(C(=O)NCc3cccs3)c2N)cc1F was read as AddAB inh 0.2, DAGLB inhibitor 2, Wnt bcat act -2, PfHsp90 yeast 2 -31, CAL PDZ inh -1.2, E coli growth -2.5, phage Ecoli inh 4.2, Rtt109 HAT inh 3, PvdQ inh -11 and Tat export inh -4.
Screening C=CCNC(=O)CSc1ccc(Cl)cc1 returned AddAB inh 3.5, DAGLB inhibitor -1, Wnt bcat act 2, PfHsp90 yeast 2 13, CAL PDZ inh -1.9, E coli growth 0.6, phage Ecoli inh 0.6, Rtt109 HAT inh -2, PvdQ inh -9 and Tat export inh 9.
`CC1CCN(C(=O)COC(=O)c2ccccc2NC(=O)c2ccco2)CC1` gave AddAB inh 0.1, DAGLB inhibitor -1, Wnt bcat act -2, CAL PDZ inh -3.4, E coli growth 0.0, phage Ecoli inh 1.7, Rtt109 HAT inh 2, PvdQ inh 3 and Tat export inh -7.
Screening Cc1ccc(/C=N/NC(=O)c2cc(-c3ccncc3)nc3ccccc23)o1 returned DAGLB inhibitor -1, Wnt bcat act -3, PfHsp90 yeast 2 10, CAL PDZ inh -6.5, phage Ecoli inh 1.2, Rtt109 HAT inh -1, PvdQ inh 0 and Tat export inh -2.
Screening COc1cc(S(=O)(=O)N2CCC(N3CCCCC3)CC2)ccc1-n1cnnn1 returned DAGLB inhibitor 0, Wnt bcat act -5, PfHsp90 yeast 2 -44, CAL PDZ inh -0.2, phage Ecoli inh 1.7, Rtt109 HAT inh 7, PvdQ inh -1 and Tat export inh 4.
For COc1cccc(NC(=O)C(Sc2nc3ccccc3c(=O)n2CC(C)C)c2ccccc2)c1 (stereo unspecified) the results were AddAB inh 2.3, DAGLB inhibitor 1, Wnt bcat act -2, PfHsp90 yeast 2 -9, CAL PDZ inh -2.1, E coli growth -2.4, phage Ecoli inh 3.6, Rtt109 HAT inh 3, PvdQ inh -4 and Tat export inh -13.
For O=C(NCC1CCCO1)C1CC(=O)N(C2CCCCCC2)C1 (stereo unspecified) the results were AddAB inh 0.9, DAGLB inhibitor 0, CAL PDZ inh -1.7, E coli growth 0.4, phage Ecoli inh 0.5, Rtt109 HAT inh -1, PvdQ inh -7 and Tat export inh 0.
Screening CC(C)Oc1ccc(CC2CC(=O)NC2=O)cc1 (stereo unspecified) returned AddAB inh 0.1, DAGLB inhibitor 0, Wnt bcat act 1, PfHsp90 yeast 2 -14, CAL PDZ inh -2.0, E coli growth 0.8, phage Ecoli inh 3.1, Rtt109 HAT inh -6, PvdQ inh -11 and Tat export inh -4.
`O=C(CCl)Nc1cccc(CP(=O)(c2ccccc2)c2ccccc2)c1` gave AddAB inh 0.2, DAGLB inhibitor -1, Wnt bcat act 5, PfHsp90 yeast 2 15, CAL PDZ inh 0.7, E coli growth 0.2, phage Ecoli inh -0.8, Rtt109 HAT inh 19, PvdQ inh 7 and Tat export inh -2.
Screening CNc1snc(C)c1C(=O)OC(C)C(=O)Nc1cccc(OC)c1 (stereo unspecified) returned AddAB inh -2.2, DAGLB inhibitor -1, Wnt bcat act 1, PfHsp90 yeast 2 1, CAL PDZ inh -1.5, E coli growth 1.2, phage Ecoli inh 3.2, Rtt109 HAT inh 27, PvdQ inh 2 and Tat export inh -12.

Bioassay records deposited in PubChem by several laboratories.
